# Bioassay records: PubChem BioAssay, several laboratories
# human PMI inhibition = inhibitors of human PMI, primary screen, biochemical, fluorescence intensity, coupled assay (AID 1209). 0.42% of 190,000 active. inhibition, % at 20 µM; hits with a dose series show IC50 in µM. purified PMI enzyme, coupled fluorescence intensity; higher % means a stronger effect;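 also: plate controls were DMSO vehicle for no effect and wells lacking substrate for full effect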
# Autophagy mod = modulators of autophagy; 0.98% of 190,000 active; calls only at 10 µM (by protocol); AID 463193; MEF GFP-LC3 puncta imaging; test concentration mostly 10 µM;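 active = percentage of spot-positive cells more than 3 SD above its plate mean, without a fluorescence outlier flag or 80% toxicity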;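 also: spot-positive cell cutoff set from DMSO-treated cells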
# MT stabilize HCS = microtubule stabilization, imaging screen. AID 2205. % tubulin-high responders, % at 10 µM. HeLa tubulin immunostaining HCS, 24 h; share of cells brighter than vehicle mean+2SD. 0.83% of 200,000 active;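 active = plate Z-score above 3 for both tubulin-high and condensed-nucleus cell shares, with cell loss under 80%, at 10 µM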;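 also: anti alpha tubulin signal scored within the nucleus-defined area of each cell; some results filed as inactive read as strong as hits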
# Dynein cargo inh = blocks dynein driven cargo transport along microtubules; 3617.4 mouse cells, GR-EGFP nuclear translocation imaging; test concentration mostly 20 µM; stimulated with dexamethasone, 1 µM; hits give low values; z-score, hits read low; 0.47% of 220,000 active;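 active = plate z-score of nuclear minus cytoplasmic receptor signal below a set negative limit, without overly bright fluorescence or cell loss, cut at about -3.5 in these data, passing the limit was not always enough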;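 also: z-score of nuclear minus cytoplasmic ring GR-EGFP intensity difference per well; some compounds called inactive have numbers as strong as hits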
#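 Buffer or medium: tet-free, stripped-serum medium; reagent: dexamethasone at 1.0 µM final, 30 min; incubation: 48 h induction, 1 h compound, 30 min dex at 37 °C; measured by: formaldehyde fixation, Hoechst nuclear stain, 10x automated fluorescence imaging; read-out: nuclear-to-cytoplasmic GR-EGFP distribution per well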
# b-catenin transl = alters nuclear translocation of beta-catenin in HeLa cells. immunofluorescence imaging. nuclear translocation activity, % at 5 µM. 0.3% of 190,000 active. AID 1665;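 active = nuclear translocation activity above 50% at 5 µM, with a well cell count of 50 or more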;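 also: per-cell ratio of nuclear to cytoplasmic median beta-catenin stain intensity; plate controls were DMSO negative control for no effect and GSK-3 inhibitor IX positive control for full effect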
#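 assay system = human HeLa cells, endogenous beta-catenin | times = compound treatment 24 h, 37°C, 5% CO2 | detection = Anti-beta-catenin immunofluorescence on PFA-fixed, Triton-permeabilized cells, DAPI nuclei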
# WT yeast gro inh = growth inhibition of WT yeast, mitochondrial fusion screen | mitochondrial fusion phenotypic screen, WT strain | AID 1362 | inhibition, % at 10 µM | 2.1% of 190,000 active; in the data active = inhibition above about 58%; tested in S. cerevisiae
# PMI inhibition = human PMI inhibitors, high substrate, primary screen, biochemical, fluorescence intensity, high mannose 6-phosphate (AID 1220); recombinant PMI enzyme, coupled fluorescence intensity; higher % means a stronger effect; inhibition, % at 20 µM; hits with a dose series show IC50 in µM; 0.66% of 190,000 active
# Yfh1-depleted yeast = mitochondrial function rescue without frataxin homolog – Friedreich's ataxia, plus single-dose screen, dose response (AID 1465) | S. cerevisiae Yfh1-off respiration, WST-1 reduction, 72 h; higher fold induction means a stronger effect | fold induction at 50 µM, or EC50 in µM where a hit was titrated | 0.074% of 220,000 active;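 active = fold induction of absorbance versus untreated yeast above a set limit, then at least 30% activation at any dose in follow-up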;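 also: activators that raise dye reduction in frataxin-depleted yeast; strong numbers were not always called active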
# Insulin prom up = MIN6 insulin promoter up-regulation; MIN6 insulin promoter-GFP reporter, high-content imaging; hits give high values; AID 1625; z-score at 5 µM; 0.3% of 190,000 active;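 active = z-score above 3 at 5 µM with at least 500 cells counted in the well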
# WT yeast gro inh mutant strain = recorded beside WT yeast gro inh, whose call it bears; inhibition, %; mitochondrial fusion phenotypic screen, mutant strain inhibition
# Dynein cargo inh cytoplasmic EGFP = also measured in Dynein cargo inh; calls as there; z-score; measured here: cytoplasmic GR-EGFP intensity; hits give high values
# Dynein cargo inh nuclear GR-EGFP = also measured in Dynein cargo inh; calls as there; z-score; measured here: nuclear GR-EGFP intensity;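 lower value marks the stronger effect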
# Dynein cargo inh cell count = also measured in Dynein cargo inh; calls as there; z-score; measured here: cell count per field
# Insulin prom up cell count = also measured in Insulin prom up; calls as there; cell count; measured here: cytotoxicity, nuclei count;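 total cells summed across four imaged fields per well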
# b-catenin transl cell count 5 µM = further read-out of b-catenin transl, marked with its call; cell count; measured here: cell count, cytotoxicity flag
# MT stabilize HCS Hoechst-high % = second read-out of MT stabilize HCS, no call of its own (marks repeat the call); % Hoechst-high responders; measured here: nuclear condensation Hoechst responders;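 share of cells brighter than vehicle mean plus two SD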
# MT stabilize HCS cytotoxicity % = also measured in MT stabilize HCS; calls as there; toxicity, %; measured here: cytotoxicity by cell density;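 0% = mean cell density of plate MIN control wells and 100% = no cells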
# Autophagy mod cell loss 18 h = also measured in Autophagy mod; calls as there; toxicity, %; measured here: cell loss, nuclei count;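 cell loss after 18 h compound exposure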
# Active calls of the source: *; i = inactive; / = not tested or not shown. Rule as the data show it, unless noted: active = inhibition above about 50%; inactive = the rest.
SMILES,human PMI inhibition,Autophagy mod,Autophagy mod cell loss 18 h,MT stabilize HCS,MT stabilize HCS Hoechst-high %,MT stabilize HCS cytotoxicity %,Dynein cargo inh,Dynein cargo inh cytoplasmic EGFP,Dynein cargo inh nuclear GR-EGFP,Dynein cargo inh cell count,b-catenin transl,b-catenin transl cell count 5 µM,WT yeast gro inh,WT yeast gro inh mutant strain,PMI inhibition,Yfh1-depleted yeast,Insulin prom up,Insulin prom up cell count
Cc1cc2nc(-c3ccco3)cc(C(F)(F)F)n2n1,5%,/,/,6.5,2.0,5.2,-0.52,-0.25,-0.22,0.056,1.0,1048,16,5,1%,i,-1.7,1611
COCCCNC(=O)CC(=O)N/N=C\c1ccc(SC)cc1,-7%,i,7,4.2,1.3,2.0,0.59,-0.031,0.63,-0.82,0.2,1462,5,8,-8%,i,0,1502
CC(C)c1ccc(NC(=O)CSc2n[nH]c(=O)n2-c2ccc3c(c2)OCCO3)cc1,/,/,/,/,/,/,1.1,-0.21,0.35,-0.44,-3.4,1100,/,/,/,i,0.28,1318
Cc1cc(C)c(S(=O)(=O)N2CCCOC2CNC(=O)C(=O)NCCc2c[nH]c3ccccc23)c(C)c1 (stereo unspecified),17%,i,-9,2.4,1.9,11,0.023,-0.12,0.73,0.11,1.3,967,-6,4,15%,i,-0.03,1316
O=Cc1c(Cl)nc2ccccn12,-9%,i,5,3.6,2.0,1.8,-0.1,-0.3,-0.056,0.14,0.7,1538,-14,-9,-7%,i,/,/
CC1(C)CC(=O)C2=C(C1)N(c1ccc(F)cc1)C(=O)C2(O)C(F)(F)F (stereo unspecified),-8%,i,-4,1.5,1.4,10,-0.63,-0.1,-0.46,1,0.4,1344,84*,-7.4*,-13%,/,1.1,1375
CCOc1cccc2c1OC1(C)CC2NC(=O)N1c1cccc(Cl)c1 (stereo unspecified),7%,i,10,1.9,6.0,8.1,0.032,-0.19,0.3,0.1,3.0,1350,-1,-15,3%,i,-0.67,1325
Cc1cc(C)c2c(CC(=O)NCc3ccco3)coc2c1,4%,i,2,2.6,2.2,6.5,-0.81,-0.22,-0.35,0.17,0.8,1083,2,14,5%,i,-0.28,1799
COc1cccc(CN2CCN(C3CSCCSC3)CC2CCO)c1 (stereo unspecified),-7%,i,17,1.8,2.0,4.2,-0.071,-0.14,0.48,0.017,0.3,1017,-13,-14,-12%,i,0.19,1454
CCOc1ccc(C2C(C#N)=C(N)Oc3cc(C)n(Cc4ccco4)c(=O)c32)cc1OC (stereo unspecified),9%,i,-1,4.5,2.6,24,-0.13,0.14,0.55,-0.44,-1.1,1078,-1,-8,11%,i,-0.15,1257
COc1ccc(N2C(=O)CC(Cc3ccccc3)C2=O)cc1 (stereo unspecified),10%,/,/,1.7,2.8,11,-0.13,-0.19,0.25,-0.46,-0.6,1206,-8,-6,7%,i,0.24,1301
C[N+]1(C)CCC(=C2c3ccccc3CC(=O)c3sccc32)CC1,-12%,i,2,3.1,2.3,10,1.9,-0.11,0.43,-0.23,-2.8,1507,-24,-19,2%,i,-0.05,1090
COCCNC(=O)NC(=O)CN1CCCc2ccccc21,0%,i,7,2.4,1.5,16,-0.61,-0.32,-0.36,0.54,-3.6,1056,-2,5,7%,i,0.12,1210
CC(C)(C)NC(=O)CSc1nnc(-c2ccccn2)n1-c1ccccc1,11%,i,-19,1.7,3.0,7.1,-0.13,-0.21,0.26,0.42,-3.8,1188,10,3,11%,i,0.61,1986
Cc1cc(NC(=O)CCCC(=O)N(CC(=O)NC2CCCCC2)c2ccccc2)no1,9%,i,-54,4.2,2.4,14,0.028,-0.098,0.4,-0.38,-1.9,721,-2,3,9%,i,-0.19,1215
COc1ccc(N2CCN(C(=O)Nc3cccc(C(F)(F)F)c3)CC2)cc1,13%,i,9,1.3,2.2,12,0.88,-0.31,0.53,-0.19,1.7,1105,6,18,6%,i,/,/
CC(N1CCOC1=O)S(=O)(=O)c1ccccc1 (stereo unspecified),-58%,i,23,1.2,1.2,2.8,-0.35,-0.12,0.11,0.56,-11,1211,-4,-2,-98%,i,/,/
CCCCC(CC)Cn1c(N)c(C#N)c2nc3ccccc3nc21 (stereo unspecified),14%,i,-1,1.2,1.1,6.2,-1.2,0.21,-0.22,-1.9,/,/,-1,-10,6%,i,0.07,810
Cc1ccc(C)c(OCC(=O)Nc2cc(C)on2)c1,-2%,i,7,2.6,3.0,8.5,1,-0.24,0.63,0.27,-2.3,1115,-13,2,-1%,i,-0.77,1419
CCOc1cccc(C(=O)NC(=S)Nc2ccc(Cl)cc2C(=O)O)c1,9%,i,2,6.9,3.4,5.9,-0.65,-0.28,0.17,-0.23,-0.7,1080,-4,7,2%,i,-0.5,1032
CC(O/N=C/c1ccccc1OC(F)F)C(=O)Nc1cccc(S(=O)(=O)N2CCOCC2)c1 (stereo unspecified),20%,i,9,1.6,2.6,1.5,-0.67,-0.33,-0.47,1.4,3.7,867,14,16,6%,i,/,/
CCC(=O)c1ccc(N2CCN(C(=O)c3ccccc3Br)CC2)c(F)c1,14%,i,-20,6.0,1.3,5.4,0.81,-0.17,0.96,-0.51,1.7,1431,21,2,15%,i,-1.1,1373
Cn1cc([C@@H]2C[C@H]3CN(Cc4cccc(Cl)c4)C(=O)[C@]34CCCN24)c2ccccc21,25%,i,-13,6.7,2.1,7.8,-0.37,-0.084,-0.046,0.35,2.2,1021,11,-2,34%,i,-0.19,1362
O=c1cc(O)c2ccccc2n1Cc1ccccc1,19%,i,7,1.8,1.6,9.8,0.43,-0.28,0.25,0.29,-0.7,1043,7,-1,15%,i,-0.49,1118
CC1=C(C(=O)Nc2ccccc2)C2(CCCCC2)C(C#N)=C(S)N1,4%,i,-6,3.2,2.1,5.7,-0.035,-0.17,0.12,0.73,/,/,2,16,-12%,i,-0.97,894
Cc1csc(SCC(=O)NCc2cccs2)n1,0%,i,-1,3.1,2.6,9.0,-1.4,-0.1,-0.48,0.56,0.9,1296,-7,-15,6%,i,0,1493
CN=C(Nc1ccc(Cl)cc1)c1ccc(C(F)(F)F)cc1,4%,i,1,1.6,1.2,0.9,-0.036,-0.21,-0.37,0.059,/,/,-2,1,3%,i,/,/
CC(=O)OCC(=O)Nc1c(C)cc(C)cc1C,-29%,i,-9,1.8,1.5,3.3,-0.91,-0.22,-0.37,0.55,-2.0,1114,-21,-1,-12%,i,0.93,1380
N#Cc1nc(COc2ccc(Br)cc2)oc1N1CCCC1,12%,i,-2,2.9,2.4,2.9,3,-0.011,1.7,-1.9,-1.0,1199,10,13,7%,i,-0.41,1382
COc1ccccc1OCC(=O)NCc1nc(-c2ccccc2)no1,4%,i,22,3.3,1.6,9.9,-0.37,-0.065,0.22,0.36,9.5,657,2,3,9%,i,-0.35,1428
COC(=O)C1=C(C)N(c2ccc(F)cc2)C(=O)C1,-24%,i,-6,3.7,3.0,6.1,0.36,-0.15,0.12,-0.74,-1.3,1032,2,1,-38%,i,0.65,1829
CS(=O)(=O)N(CC(=O)NCCSc1ccccn1)c1ccc(F)cc1,2%,i,-12,2.0,2.5,14,1.2,-0.16,0.82,-0.82,-0.9,1105,-10,-8,0%,i,-0.24,1413
Cc1cc(C)cc(NC(=O)CSc2nnc(-c3ccccc3Br)o2)c1,7%,i,-3,4.6,2.0,9.2,-0.54,-0.35,0.049,0.0089,-1.2,1151,3,-12,12%,i,-0.74,674
CCCNC(=O)Cn1cnc2sc(C(=O)N3CCN(CCC)CC3)c(C)c2c1=O,4%,i,7,2.1,3.6,9.1,-0.23,-0.27,0.31,3.3,-0.2,1038,-9,9,3%,i,0.07,1325
CCC(C)NC(=O)CO/N=C/c1ccccc1OC(F)F (stereo unspecified),3%,i,2,2.7,2.9,8.3,0.13,-0.31,-0.23,0.2,/,/,-13,-20,-2%,i,-0.78,1253
Cc1nc(NCc2ccco2)c2c3c(sc2n1)CCC3,-6%,i,0,3.5,4.9,6.5,-0.54,-0.19,-0.23,0.62,0.6,1418,-3,-2,-8%,i,0.69,1366
CCc1c(C)nc2ncnn2c1NCCc1ccc(OC)c(OC)c1,-7%,i,10,3.3,1.2,4.7,-0.83,-0.26,-0.96,1.4,-1.6,534,-13,-1,-9%,i,/,/
CN(C(=O)c1c(Cl)nc2sccn12)C1CCCCC1,-1%,i,6,2.9,1.5,4.6,2.3,0.43,2.5,-3.6,/,/,10,10,-5%,i,0.09,1022
O=C(NCc1cccs1)C1CCC(CNS(=O)(=O)c2cccc3nsnc23)CC1 (stereo unspecified),7%,i,7,4.8,1.6,8.8,0.92,-0.36,0.57,1.3,/,/,12,2,7%,i,0.73,763

# Three compounds out of the list, ordered by heavy-atom count, low to high:
SMILES,human PMI inhibition,Autophagy mod,Autophagy mod cell loss 18 h,MT stabilize HCS,MT stabilize HCS Hoechst-high %,MT stabilize HCS cytotoxicity %,Dynein cargo inh,Dynein cargo inh cytoplasmic EGFP,Dynein cargo inh nuclear GR-EGFP,Dynein cargo inh cell count,b-catenin transl,b-catenin transl cell count 5 µM,WT yeast gro inh,WT yeast gro inh mutant strain,PMI inhibition,Yfh1-depleted yeast,Insulin prom up,Insulin prom up cell count
CC(N1CCOC1=O)S(=O)(=O)c1ccccc1 (stereo unspecified),-58%,i,23,1.2,1.2,2.8,-0.35,-0.12,0.11,0.56,-11,1211,-4,-2,-98%,i,/,/
Cc1nc(NCc2ccco2)c2c3c(sc2n1)CCC3,-6%,i,0,3.5,4.9,6.5,-0.54,-0.19,-0.23,0.62,0.6,1418,-3,-2,-8%,i,0.69,1366
Cn1cc([C@@H]2C[C@H]3CN(Cc4cccc(Cl)c4)C(=O)[C@]34CCCN24)c2ccccc21,25%,i,-13,6.7,2.1,7.8,-0.37,-0.084,-0.046,0.35,2.2,1021,11,-2,34%,i,-0.19,1362
